USP2a inhib = USP2a (human) protease inhibition. O75604. USP2a enzymatic assay, qHTS inhibition. Potency, µM (doses to about 38.3 µM), for inactives: at the top dose activity change, negative = inhibition, hits mostly inhibitors. actives 0.1% (n = 60,000). AID 927;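 also: potency is read from the fitted curve at half-maximal effect; nearly all actives have a fitted effect of over 60% in size; plate controls were DMSO for no effect and NEM full inhibition control for full effect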
Target sequence (O75604 whole entry, looked up): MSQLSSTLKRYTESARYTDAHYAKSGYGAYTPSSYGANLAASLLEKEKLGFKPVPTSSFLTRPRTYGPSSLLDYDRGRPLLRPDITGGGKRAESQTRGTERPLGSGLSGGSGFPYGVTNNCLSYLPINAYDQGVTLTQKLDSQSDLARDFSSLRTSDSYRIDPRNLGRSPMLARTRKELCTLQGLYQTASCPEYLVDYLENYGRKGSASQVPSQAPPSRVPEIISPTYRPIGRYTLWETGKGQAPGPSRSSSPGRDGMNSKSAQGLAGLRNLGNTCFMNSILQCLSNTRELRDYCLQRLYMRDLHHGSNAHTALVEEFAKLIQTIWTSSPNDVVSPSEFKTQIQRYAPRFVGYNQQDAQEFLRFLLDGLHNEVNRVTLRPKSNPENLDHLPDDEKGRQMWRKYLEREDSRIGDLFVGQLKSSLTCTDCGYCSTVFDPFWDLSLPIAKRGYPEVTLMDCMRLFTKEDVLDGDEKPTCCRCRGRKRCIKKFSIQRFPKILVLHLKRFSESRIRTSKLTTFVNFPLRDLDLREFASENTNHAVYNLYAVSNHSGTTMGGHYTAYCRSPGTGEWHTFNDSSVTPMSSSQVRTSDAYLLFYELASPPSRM
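Inhibition is measured in a cell-free coupled assay with 20 nM USP2 core, 20 nM Ub-PLA2 and 20 uM NBD C6-HPC, 2.5 h incubation. Activity normalized to NEM control.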
ERK AVP block = vasopressin-driven ERK pathway inhibition. Potency, µM (series often up to 57.5 µM), for inactives: top-dose activity, negative = inhibition, usual class: inhibitors. AID 995. actives 0.99% (n = 72,000). HEK293-V1b, vasopressin-stimulated pERK AlphaScreen; also: potency is read from the fitted curve at half-maximal effect; % is scaled to controls: 0 for no effect and ±100 for the full control effect; nearly all actives have a fitted effect of over 55% in size
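V1b-HEK293 cells; cpd 30 min 37C; 25 nM vasopressin 5 min; lyse 10 min; AlphaScreen beads 5 hr RT. Normalized to DMSO basal and 25 nM vasopressin; AC50 by Hill fit.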
Caspase-7 inhib = caspase-7 (human) inhibition, allosteric or competitive | P55210 | recombinant caspase-7, Ac-DEVD-AFC fluorescence rate | Potency, µM (top dose mostly 57.5 µM), for inactives: at the highest dose activity change, negative = inhibition, actives largely listed as inhibitors | actives 0.02% (n = 75,000) | AID 889; active = well fitted inhibition curve with a large enough effect in the main read-out, with a control signal flat, not every such curve was filed as active; inconclusive = small, poorly fitted or top-dose-only effect, or a change in a side signal; also: potency is read from the fitted curve at half-maximal effect; % of control where 0% means no effect
Target sequence (P55210 24-198 limits assumed): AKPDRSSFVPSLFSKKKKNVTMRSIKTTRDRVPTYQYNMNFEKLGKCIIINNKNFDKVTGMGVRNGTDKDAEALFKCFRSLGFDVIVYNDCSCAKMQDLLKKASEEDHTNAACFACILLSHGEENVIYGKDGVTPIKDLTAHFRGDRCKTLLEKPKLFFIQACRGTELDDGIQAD
Target sequence (P55210 207-303 limits assumed): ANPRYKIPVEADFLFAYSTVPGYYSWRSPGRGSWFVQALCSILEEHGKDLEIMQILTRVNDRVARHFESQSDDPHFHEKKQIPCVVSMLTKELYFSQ
Luciferase inh = blocks Photinus pyralis firefly luciferase activity; actives 2.2% (n = 72,000); purified firefly luciferase, luminescence, 8 min; Potency, µM (titrated, usually from 57.1 µM), for the others: at the top dose activity change, negative = inhibition, usual class: inhibitors; P08659; also: potency is read from the fitted curve at half-maximal effect; % is scaled to controls: 0 for no effect and ±100 for the full control effect; nearly all actives have a fitted effect of over 40% in size
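Luminescence read-out after 8 min at room temperature; enzyme reaction used luciferin plus 10 uM ATP (linear range) in imidazole buffer pH 7.2 with KCl, MgCl2, Tween 20 and BSA. Each sample was run as a titration.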
BRCT PPI green = inhibitors of human BRCA1 BRCT-phosphoprotein interaction (green fluorophore). P38398. BRCA1 BRCT-phosphopeptide binding, green fluorescence polarization. Potency, µM (doses to about 76.9 µM), inactives show top-dose activity change, negative = inhibition, usual class: inhibitors. actives 0.05% (n = 75,000). AID 875;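 also: potency is read from the fitted curve at half-maximal effect; plate controls were peptide without protein for full effect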
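Fluorescence polarization: His-tagged BRCT (~35 kDa BRCA1 C-terminus, 250 nM) bound to 100 nM fluorescein-labeled phosphorylated 10-aa BACH1 peptide, pH 7.3 phosphate buffer with DTT and Tween 20. Compounds incubated 12 min at room temperature; inhibition read as lowered polarization.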
HEK293 cAMP cs = raises cAMP in parental HEK293 cells, TSHR agonist counter-screen; actives 2.5% (n = 73,000); parental HEK293 CNG cAMP sensor, membrane potential fluorescence; Potency, µM (doses to about 57.1 µM), for the others: at the highest dose activation, most hits filed as activators; also: potency is read from the fitted curve at half-maximal effect; % of control where 0% means no effect; nearly all actives have a fitted effect of over 55% in size
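Counterscreen for endogenous-receptor signalling: CNG-channel HEK 293 cells report cAMP rise by membrane depolarization. After 60 min dye equilibration with 100 uM RO 20-1724, compounds incubated 30 min before bottom-read fluorescence at 590 nm.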
A350 fluor = A350 region autofluorescence | Compound autofluorescence, 340/450 nm, Alexa 350 dye-equivalents; active compounds read high | max dye-equivalent concentration, M | actives 11% (n = 59,000); in the data active = max dye-equivalent concentration above about 10 nM; inconclusive = mostly about 1.1 nM to 9.6 nM
BRCT inh red = inhibitors of human BRCA1 BRCT-phosphoprotein interaction (red fluorophore); Potency, µM (series often up to 76.9 µM), without a hit: top-dose activity change, negative = inhibition, most hits filed as inhibitors; BRCT-phosphopeptide binding, red fluorescence polarization; AID 892; P38398; actives 0.03% (n = 75,000); also: % is scaled to controls: 0 for no effect and ±100 for the full control effect
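Rhodamine-labelled pBACH1 10-mer (100 nM) bound to BRCT domain (100 nM) at pH 7.3; compounds incubated 12 min room temperature, polarization read. Free peptide defines full inhibition; unlabelled decapeptide titrated as control.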
CRE Fsk mod = CRE-bla signaling modulation under forskolin stimulation; CHO CRE-bla reporter (cAMP response element driving beta-lactamase), forskolin EC10, beta-lactamase ratio; Potency, µM (doses to about 38.2 µM), for inactives: at the highest dose activity change, negative = inhibition, actives largely listed as activators; actives 2.5% (n = 71,000); active = well fitted activation curve with a large enough effect in the signal ratio, with a control signal flat, not every such curve was filed as active; inconclusive = small, poorly fitted or top-dose-only effect, or effect the other way, or a change in a side signal; the % refers to the signal ratio; also: potency is read from the fitted curve at half-maximal effect; % of control where 0% means no effect
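Modulation of forskolin signalling: compounds in titration series added with EC10 NKH 477 to CHO cells carrying a CRE-driven beta-lactamase reporter, 3 h, 37C. CCF4 FRET ratio (460/530 nm, ex 405 nm) gives %activity and AC50.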
Caspase-1 inhib = blocks human caspase-1 allosterically or competitively; Caspase-1 enzyme, Ac-WEHD-AFC fluorogenic rate; Potency, µM (top dose mostly 57.5 µM), without a hit: at the top dose activity change, negative = inhibition, actives largely listed as inhibitors; actives 0.03% (n = 75,000);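 also: potency is read from the fitted curve at half-maximal effect; plate controls were vehicle for no effect and no substrate for full effect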
Tau fil binding = binds recombinant human tau filaments; Potency, µM (highest dose often 57.1 µM), for inactives: at the top dose activity change, negative = inhibition; P10636; AID 596; actives 2% (n = 71,000); recombinant tau filaments, thioflavin S fluorescence, 15 h; filaments grown with octadecylsulfate alongside compound;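 also: potency is read from the fitted curve at half-maximal effect; % is scaled to controls: 0 for no effect and ±100 for the full control effect; actives lower thioflavin S fluorescence by blocking filaments or displacing dye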
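Read-out: ThS fluorescence, 450 nm excitation/510 nm emission; lower signal marks blocked filament formation or displaced dye. Tau at 1 uM with 30 uM ODS, 10 uM ThS, 5 mM DTT, 100 mM NaCl, 10 mM HEPES pH 7.4; 15 h, 37 C.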
Numbers without * were called inactive; i = inactive; ? = inconclusive; / = not tested or not shown; [ ] = remark or other dose. Unless noted, calls follow the shape of the dose curve; as a rule, active = well fitted curve in the direction sought with a large enough effect; inconclusive = small, poorly fitted or top-dose-only effect, or another doubt; inactive = no such curve, though single readings can be large; an effect the other way counts as inactive or inconclusive.

Fields – USP2a inhib	ERK AVP block	Caspase-7 inhib	Luciferase inh	BRCT PPI green	HEK293 cAMP cs	A350 fluor	BRCT inh red	CRE Fsk mod	Caspase-1 inhib	Tau fil binding
Nc1nc2n(n1)C1(CCCCC1)C1=C(CCCC1)N2
 : 21%[7.66 µM]	-23%	0%	1%	-1.4%	-1%[11.4 µM]	/	-0.2%	?	-1%	5%[11.4 µM]
CC(=O)c1ccc(-n2nncc2C(C)(C)C)cc1
 : 1%	20%	0%	0%	-0.6%	-8%	i	-1.0%	-1%	0%	5%
CC(C)(C)Cc1nnc(NS(=O)(=O)Cc2ccccc2)s1
 : 2%[7.66 µM]	-20%	2%	2%	-0.7%	0%[11.4 µM]	/	0.9%	?	3%	1%[11.4 µM]
Cc1ccnc(NC(=O)c2cc(S(=O)(=O)N3CCCCC3)ccc2Cl)c1
 : 22%	9%	0%	1%	3.1%	-10%	5.1e-08M*	-5.2%	6%	0%	-13%
CCOC(=O)N1CCC(Nc2nc3ccccc3n3cnnc23)CC1
 : /	-10%	0%	0%	-0.9%	5%	/	0.8%	?	-1%	0%
CO/N=C(/C(=O)NC1C(=O)N2C(C(=O)O)=C(COC(N)=O)CSC12)c1ccco1 (stereo unspecified)
 : -13%	0%	-3%	/	-0.1%[3.08 µM]	/	/	1.3%	/	1%	/
C=C(C)CC1N(c2cccc(OC)c2)C(=O)C2C(C(=O)O)C3C=CC21O3 (stereo unspecified)
 : /	-3%	-2%	-3%	0.0%	4%	/	0.5%	-3%	-1%	-3%
CCOC(=O)N1CCC(NC(=O)C2CCCN(c3nc4ccccc4o3)C2)CC1 (stereo unspecified)
 : 4%	-10%	0%	2%	-0.8%	3%	i	-1.2%	?	-1%	-2%
COc1cc(CC(=O)O)ccc1O
 : -1%	-4%	-2%	3%	-1.5%	9%	i	2.2%	-1%	-2%	-5%
C1=Nc2c(Nc3ccccc3)ncnc2Oc2ccccc21
 : 3%	?	-1%	-5%	-2.0%	15%	?	1.3%	18%	0%	?
CCOC(=O)Nc1ccc(C(=O)Oc2ccccc2)c(O)c1
 : 4%	49%[activator]	-1%	-20%	-0.1%	13%	i	-0.8%	-3%	-5%	-6%
CC(C)(C)c1ccc(C(=O)Nc2cnccn2)cc1
 : 2%	-20%	1%	4µM*	-0.9%	2%	i	-0.4%	6%	0%	8%
O=C(O)C1Nc2c(C(=O)N3CCOCC3)cccc2C2C=CCC12 (stereo unspecified)
 : 2%	-15%	-16%	-22%	-1.4%	2%	/	-6.8%	3%	-12%	105%
CCN(CC)C(=O)C1CCCc2c1[nH]c1ccc(Cl)cc21 (stereo unspecified)
 : /	16%	-14%	-3%	-3.8%	-7%[11.4 µM]	/	-0.8%	?	-8%	185%
Cc1cc(C)n(-c2cc(-n3nc(C)cc3C)ncn2)n1
 : -4%[7.66 µM]	21%	0%	-1%	1.9%	2%[11.4 µM]	/	0.3%	?	-2%	33%[11.4 µM]
O=C(Nc1ccc2c(c1)OCO2)c1cccc(F)c1
 : 5%	-9%	0%	?	0.3%	0%	i	-0.8%	-11%	0%	-2%
N#Cc1c(SCC(N)=O)nc(-c2ccccc2)c2c1CCCC2
 : 7%	-28%	-2%	3%	6.5%	20µM*	?	-1.5%	?	-3%	13%
O=C(c1ccco1)N1CCC2(CCN(Cc3ccncc3)CC2)CC1
 : 30%[activator]	-6%	-1%	1%[11.4 µM]	-3.6%	-5%	i	-0.3%	-1%	-4%	1%
CCOc1ccc(N(CC(=O)OC)S(=O)(=O)c2ccc(OC)c(OC)c2)cc1
 : 5%	-26%	1%	-2%	-0.2%	13%	/	-0.2%	16%	-2%	4%
O=C(NCCn1ccc2ccccc21)c1ccc(S(=O)(=O)N2CCOCC2)cc1
 : /	/	-9%	-1%	-2.5%	3%	/	-1.6%	?	-2%	8%
O=C(c1cc(-c2ccccc2)nc2ccccc12)N1CCN(c2ccccn2)CC1
 : 29%	?	0%	20µM*	0.1%	30%	i	-0.2%	-5%	-2%	-26%
COC(=O)[C@@]1(Cc2ccc(F)cc2)[C@H]2c3cc(C(=O)N4CCCC4)n(Cc4ccc(C(F)(F)F)nc4)c3C[C@H]2CN1C(=O)c1ccccc1
 : /	-18%	-8%	/	17%	?	/	1.6%	-26%	-3%	1%
CC1CCc2nn(CC(=O)NCc3ccc4c(c3)OCO4)cc2C1 (stereo unspecified)
 : /	-6%	-2%	3%	-2.9%	15%	/	-0.6%	-16%	-1%	4%
COc1cc2c(C)nc3onc(-c4ccccc4)c3c2cc1OC
 : 40%[activator]	-27%	0%	-1%	0.3%	3%	?	-2.0%	?	1%	12%
Cn1c(=O)c2c3c(sc2n2c(SCc4ccc5c(c4)OCO5)nnc12)COC(C)(C)C3
 : -8%	-23%	-1%	-5%	-2.6%	1%	/	0.1%	-1%	0%	-2%
COc1ccc(-n2c(C)cc(C(=O)CSc3nnc(-c4ccoc4C)n3C)c2C)cc1
 : 13%	13%	-7%	-1%	-5.9%	32µM*	i	-0.9%	-1%	-2%	-6%
O=C(c1csnn1)N1CCC2(CC1)CCN(c1ccncc1)CC2
 : -17%	14%	0%	1%[11.4 µM]	-3.5%	-4%	i	-2.8%	6%	-4%	6%
COc1cc(Br)cc2cc(C(=O)N3CCN(C(=O)c4ccco4)CC3)c(=O)oc12
 : 3%	?	0%	1%	1.9%	3%	i	-0.1%	-12%	-2%	-8%
Cc1cc2c(=O)n(Cc3ccco3)c(SCC(=O)c3ccc(Cl)s3)nc2s1
 : 54%[activator]	-7%	-2%	0%	6.0%	?	i	-0.1%	1%	-5%	14%
Cc1cc(C)c(C#N)c(Nc2ccc3c(c2)OCCO3)n1
 : /	/	-3%	-1%	-1.3%	?	/	-3.4%	17%	-4%	17%
COC(=O)[C@@]1(Cc2ccc(OC)cc2)[C@H]2c3cc(C(=O)N(C)C)n(CCc4c[nH]c5ccc(O)cc45)c3C[C@H]2CN1C(=O)c1ccccc1
 : /	0%	-4%	/	-0.5%	6%[2.29 µM]	/	-1.6%	-29%	-2%	30%
COc1ccc(-n2c(Cn3c(=O)sc4ccccc43)nnc2SCC(=O)N2CCCC2)cc1
 : /	-7%	0%	1%	-0.3%	3%	/	0.9%	-4%	-4%	6%
O=C(C1CC1)N1CCc2cc(Br)cc(S(=O)(=O)N3CCCCCC3)c21
 : 32%[activator]	-24%	0%	0%	2.5%	?	i	0.3%	7%	1%	23%
CCC(=O)N1C(C(=O)O)CSC1c1ccc(OC)cc1 (stereo unspecified)
 : /	/	1%	3%	0.0%	17%	/	-1.8%	-2%	1%	5%
NC(=O)C1CCCNC1 (stereo unspecified)
 : 4%	-7%	-2%	-1%	-1.8%	1%	i	-0.8%	-7%	4%	3%
Cc1ccc(S(=O)(=O)C2(C(=O)N3CCN(C4CCCCC4)CC3)CC2)cc1
 : 9%	14%	3%	-1%	-0.7%	7%	i	-0.2%	-3%	2%	4%
C[N+]1(CCC(=O)c2ccco2)CC2CCC(CC2)C1 (stereo unspecified)
 : /	-6%[11.5 µM]	-2%[11.5 µM]	4%[11.4 µM]	-0.9%[15.4 µM]	1%[11.4 µM]	i	1.7%[15.4 µM]	3%[7.6 µM]	1%[11.5 µM]	13%[11.4 µM]
CCOC(=O)c1ccccc1NC(=O)CSc1nnnn1C1CCCCC1
 : -8%	13%	-4%	-1%	1.4%	32µM*	i	-0.1%	8%	-3%	21%
CCn1c(C)c(C(C)=O)c(N2CCN(C(=O)c3ccco3)CC2)nc1=S
 : 4%	18%	-2%	1%	-1.6%	2%	i	-0.7%	-4%	-2%	6%
COc1ccc(C2SCCN2S(=O)(=O)c2ccccc2)cc1OC (stereo unspecified)
 : 0%	-28%	0%	2%	-1.4%	15%	i	0.1%	?	0%	-5%
COc1ccc(S(=O)(=O)Nc2ccccc2SC)cc1C
 : -11%	11%	-4%	2%	2.1%	11%	i	0.2%	-9%	-2%	4%
COc1ccc(S(=O)(=O)Nc2ccc(C(F)(F)F)cc2)cc1OC
 : 15%	?	-1%	1%	-1.8%	-7%	i	-1.0%	-8%	-1%	-3%
COC(=O)C1=C(C)NC(C)=C(C(=O)OC)C1c1ccccc1OCc1c(C)no[n+]1[O-]
 : 11%	16%	?	6%	-2.8%	2%	8.8e-08M*	-3.6%	7%	-8%	-7%
CCOC(=O)C(NC(C)=O)(N1CCc2ccccc2C1)C(F)(F)F (stereo unspecified)
 : 5%	-12%	0%	1%	0.4%	26%	?	-1.7%	13%	-2%	1%
CN(C)Cc1ccccc1-c1cc(NCc2cccs2)ncn1
 : 16%	-6%	-2%	-2%[2.29 µM]	0.3%	?	i	-1.5%	1%	0%	5%

Assay outcomes: PubChem BioAssay, National Center for Advancing Translational Sciences (NCATS)
